Pf gametocyte: inhibitors of late stage P. falciparum gametocyte viability; P. falciparum stage V gametocytes, ATP luminescence, 24 h; inhibition, % at 10.9 µM; 150,000 tested, 0.065% active;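 active = inhibition above the mean plus 3 SD of compounds within the control limits, set per campaign, cut at about 38% in these data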;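 note: 0% = DMSO wells and 100% = medium only without gametocytes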
ABCB1 inh: human ABCB1 inhibition, ABCG2 as counter-screen | AID 1326 | CCRF-Adr cells, JC-1 efflux, flow cytometry | P08183 | inhibition, % at 6.6 µM | 190,000 tested, 0.067% active; in the data active = inhibition above about 40%;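 note: 0% = vehicle and 100% = reference inhibitor; higher value means more JC-1 retained so stronger ABCB1 efflux block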
RGS4-Gao reg: modulates binding of RGS4 to human Galphao; P09471; Multiplexed bead flow cytometry; actives lie on both sides; 220,000 tested, 0.33% active; binding response (% of control), % at 10 µM; AID 1415; in the data active = binding response below about 49% or above about 150%; inactive = in between;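 note: fluorescent Galphao activated with aluminum fluoride binding bead-coupled RGS4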
Target sequence (P09471 whole entry, looked up): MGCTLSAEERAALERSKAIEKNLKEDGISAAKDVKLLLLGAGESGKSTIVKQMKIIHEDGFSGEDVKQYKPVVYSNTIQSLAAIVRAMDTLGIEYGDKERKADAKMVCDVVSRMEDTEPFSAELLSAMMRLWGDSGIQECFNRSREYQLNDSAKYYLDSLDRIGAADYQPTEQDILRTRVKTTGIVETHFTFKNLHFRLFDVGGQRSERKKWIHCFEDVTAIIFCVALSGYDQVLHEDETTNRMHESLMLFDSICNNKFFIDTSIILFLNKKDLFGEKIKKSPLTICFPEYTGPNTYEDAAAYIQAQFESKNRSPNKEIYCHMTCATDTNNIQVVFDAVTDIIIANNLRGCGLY
RGS8-Gao: modulates binding of RGS8 to human Galphao; 220,000 tested, 0.34% active; multiplexed bead flow cytometry; actives lie on both sides; AID 1423; P09471; response (percent of control binding), % at 10 µM; in the data active = response below about 60% or above about 140%; inactive = in between;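 note: Galphao activated as the GDP aluminium fluoride complex binding bead-coupled RGS8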
ABCG2 block: inhibitors of human ABCG2 transporter, ABCB1 counter-screen. 190,000 tested, 0.1% active. Q9UNQ0. inhibition, % at 6.6 µM. IgMXP3 cells, JC-1 efflux, flow cytometry;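 active = inhibition above 80%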;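 note: 0% = DMSO and 100% = nicardipine control wells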
Target sequence (Q9UNQ0 whole entry, looked up): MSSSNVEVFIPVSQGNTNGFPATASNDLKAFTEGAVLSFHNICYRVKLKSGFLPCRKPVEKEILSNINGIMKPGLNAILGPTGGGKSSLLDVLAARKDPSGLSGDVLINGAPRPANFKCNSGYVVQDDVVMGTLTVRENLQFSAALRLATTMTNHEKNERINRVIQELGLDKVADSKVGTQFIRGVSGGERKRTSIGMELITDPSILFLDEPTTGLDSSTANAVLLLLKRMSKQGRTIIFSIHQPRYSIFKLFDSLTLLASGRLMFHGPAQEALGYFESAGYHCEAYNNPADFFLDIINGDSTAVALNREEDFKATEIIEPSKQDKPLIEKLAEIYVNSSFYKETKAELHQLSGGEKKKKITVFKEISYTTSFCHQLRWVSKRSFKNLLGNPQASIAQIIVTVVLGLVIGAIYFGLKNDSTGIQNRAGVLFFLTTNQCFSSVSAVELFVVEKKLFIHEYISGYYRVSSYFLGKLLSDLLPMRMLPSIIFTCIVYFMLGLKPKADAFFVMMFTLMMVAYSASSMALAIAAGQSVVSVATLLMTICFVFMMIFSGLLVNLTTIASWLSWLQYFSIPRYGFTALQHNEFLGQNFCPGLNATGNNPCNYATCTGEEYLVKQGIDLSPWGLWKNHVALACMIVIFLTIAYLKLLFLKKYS
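Test system: IgMXP3 cells (ABCG2) mixed with DDAO far-red-labelled CCRF-Adr cells (ABCB1). Reagent: JC-1 transporter substrate. Compound dosing: single test compound dose, 6.6 µM final. Times: 10 min compound exposure, 25 °C. Detection: flow cytometry of retained JC-1 fluorescence. Read-out basis: efflux inhibition in percent versus controls. Controls: nicardipine and DMSO wells.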
RGS7-Gao reg: modulates binding of RGS7 to human Galphao | 220,000 tested, 0.35% active | Multiplexed bead flow cytometry; actives lie on both sides | P09471 | binding response (% of control), % at 10 µM; in the data active = binding response below about 49% or above about 150%; inconclusive = no clear call, values can overlap the other calls; inactive = in between;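 note: fluorescent Galphao held in activated GDP-AlF4 state binding bead-coupled RGS7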
Mcl1 Noxa PPI: disrupts binding of human Mcl-1 to Noxa peptide | 220,000 tested, 1.5% active | TR-FRET Mcl-1/Noxa peptide binding, 2 h | inhibition, % at 21.7 µM | Q07820;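 active = compounds that cut the protein-peptide binding signal by more than 50% relative to plate controls in a single-dose test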;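 note: His-tagged Mcl-1 with rhodamine Noxa BH3 peptide and terbium anti-His antibody; 0% = Mcl-1 plus Noxa peptide wells and 100% = peptide-only wells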
GSH bead fluor: compound fluoresces at 488/530 nm on GSH beads; GSH beads flow cytometry, compound fluorescence 488/530 nm; hits give high values; fluorescence (KMESF) at 10 µM; 190,000 tested, 0.25% active; AID 1776; in the data active = fluorescence above about 89;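 note: glutathione beads carrying GST-tagged Bcl family fusion proteins plus one bare bead set; values are compound well signal with DMSO vehicle wells as background; inactives centre near 16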
Mcl1 Bid PPI: disrupts binding of human Mcl-1 to Bid peptide; Q07820; TR-FRET Mcl-1/Bid-Dy647 peptide binding, 1536-well; inhibition, % at 21.7 µM; 220,000 tested, 0.97% active;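 active = compounds that cut the binding signal by more than half at the single screening dose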;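 note: His-tagged Mcl-1 with europium anti-His antibody binding Bid BH3 peptide; 0% = Mcl-1 plus peptide wells and 100% = peptide-only wells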
Bim-Mcl-1: human Bim-Mcl-1 interaction inhibition; Q07820; Bead-based flow cytometry, Bim peptide-Mcl-1 binding; inhibition, % at 10 µM; 190,000 tested, 0.1% active; AID 1009; in the data active = inhibition above about 40%;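 note: 0% = no compound tracer wells and 100% = peptide blocker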
Avidin fluor: avidin bead compound fluorescence profile; AID 1775; 220,000 tested, 0.38% active; fluorescence (KMESF) at 10 µM; Avidin beads, compound fluorescence 488/530 nm, flow cytometry; hits give high values; in the data active = fluorescence above about 47; note: inactives centre near 10
* hit, by the source's call; ? = inconclusive; . = no result given.

SMILES	Pf gametocyte	ABCB1 inh	RGS4-Gao reg	RGS8-Gao	ABCG2 block	RGS7-Gao reg	Mcl1 Noxa PPI	GSH bead fluor	Mcl1 Bid PPI	Bim-Mcl-1	Avidin fluor
Cc1cc(SC(C)C(=O)NCC(=O)Nc2ccc(F)c(F)c2F)nc2ccccc12 (stereo not given)	6	-0.1	104	100	1	105	-31	12	-33	-7	11
CCOc1ccc(N/C(SC)=C(/C#N)C(N)=O)cc1	-47	-0.1	97	99	0	100	18	40	-53	2	11
CC1=CN2C(=N)/C(=C/c3ccco3)C(=O)N=C2S1	11	0.2	101	102	7	98	26	16	-30	-2	16
C=CCNCC(=O)Nc1ccccc1SCC(=O)Nc1ccsc1C(=O)OC	.	0.1	97	99	2	93	16	26	-7	0	9
Cc1c(NC(=O)CS(=O)(=O)c2ccccc2)c(=O)n(-c2ccccc2)n1C	7	0.3	105	103	4	?	1	18	-28	-2	9
O=C(Nc1cccc([N+](=O)[O-])c1)c1ccccc1	3	.	102	99	.	?	9	.	-4	.	4
O=C(O)CCC(=O)NNC(=O)c1ccc(Br)cc1	.	0.0	99	97	-1	91	9	10	-11	-4	6
CCN(CCn1cccn1)C(=O)CCc1nnc(C2(c3ccc(Cl)cc3)CCC2)o1	-7	-2.1	98	102	1	98	4	17	-15	-2	12
CCCCC1(C)NC(=O)N(CC(=O)Nc2ccc(S(=O)(=O)N3CCOCC3)cc2)C1=O (stereo not given)	-6	0.0	118	112	-1	114	15	14	-21	-3	5
C=C1CCN(C(Cc2ccccc2)C(=O)OC)S(=O)(=O)c2ccc(F)cc21 (stereo not given)	1	.	89	91	.	?	-19	.	-28	.	7
Cc1cccc(N2C(=O)CC(N3CCN(c4ccccn4)CC3)C2=O)c1 (stereo not given)	-3	0.3	96	98	1	91	-4	9	-11	-2	10
CCOC(=O)C(=CNc1ccc(N2CCOCC2)cc1)C(=O)OCC	3	.	104	101	.	?	1	.	-29	.	4
Nc1ccccc1-n1cccc1	12	.	94	97	.	?	-6	.	-22	.	5
Cc1ccc(NC(=O)Nc2c(Cl)cccc2Cl)cn1	.	.	103	104	.	?	-8	.	-21	.	7
O=C(c1ccc2c(=O)n(-c3ccccc3)c(=O)[nH]c2c1)N1CCN(c2ccc(F)cc2)CC1	14	0.3	98	99	2	101	-2	11	-20	-5	9
CN(C)C(CNc1ncnc2sc3c(c12)CCCC3)c1ccco1 (stereo not given)	.	2.8	97	100	32	100	33	12	-25	1	9
CCn1nnnc1SCC(=O)N1CCOCC1	.	-0.2	103	102	-1	99	0	31	3	-2	12
Cc1ccc(C)c(CN2CCCN(C(=O)Cn3ncc4c3-c3ccccc3OC4)C2)c1	.	0.5	102	105	1	103	15	23	-8	-1	8
CC1CCN(C(=O)CSc2nnc(CSc3ncccn3)n2C)CC1	-6	-0.6	99	99	1	99	-1	39	-15	-144	7
Cc1ccccc1C(=O)NNC(=O)C(=O)N1CCCCC1	3	0.2	100	103	-1	96	10	9	-7	-5	16
CCOC(=O)c1ccc(NC(=O)COc2ccc(CNC3CCCCC3)cc2OC)cc1	7	2.1	100	101	1	99	9	20	-9	1	6
COc1cccc(Cn2nc(C(=O)O)c3ccccc3c2=O)c1	4	1.0	98	100	8	?	7	12	-7	1	12
Nc1nnc(CC2=CCCCC2)s1	3	0.5	99	96	1	101	-1	24	-14	-2	12
O=C(NCCO)c1ccc(-c2nnc(N3CCOCC3)c3ccccc23)cc1	.	0.2	107	102	0	103	23	11	-25	-2	19
COc1ccc(CCn2c(=S)[nH]c3cc(C(=O)N4CCOCC4)ccc3c2=O)cc1OC	-4	0.2	98	100	0	96	11	17	-16	-2	10
O=C(OCC#CCSc1nnc(-c2ccncc2)o1)c1cccs1	14	0.1	89	99	1	99	-13	4	-26	-1	5
CCn1c(SCC(=O)Nc2nc3c(s2)CCCC3)nnc1-c1ccccc1	0	1.3	111	133	8	112	28	27	-13	-7	5
O=C(CN1CCCC1)NN=C(c1ccccc1)c1ccccc1	0	0.5	96	98	3	109	16	10	4	-1	9
CC(=O)Nc1ccc(NC(=O)CSc2ncnn2-c2ccccc2)cc1	9	0.1	98	105	1	101	5	13	21	5	9
CCOc1ccc(/C=C2\SC(=S)N(NS(=O)(=O)c3ccc(C)cc3)C2=O)cc1OC	-7	.	107	101	.	?	17	.	-41	.	5
c1ccc2c(c1)nc(N1CCCCC1)c1ccccc12	1	.	96	101	.	?	14	.	31	.	5
O=C(NCc1ccc(F)cc1)c1ccccc1OCc1ccccc1	6	3.1	97	90	67	94	-5	10	1	-1	7
CCOC(=O)N1CCN(S(=O)(=O)Cc2ccccc2)CC1	-21	1.2	98	100	4	100	-11	25	-2	-1	5
COc1ccc(C2C(=O)N(C3CCCCC3)CC(=O)N2CC2COc3ccccc3O2)cc1 (stereo not given)	.	1.8	95	99	1	96	7	8	-23	-3	11
CCOC(=O)c1nn(C)c(C)c1Cl	0	0.4	95	100	4	95	5	8	-25	-4	4
CC1(C)CC(=O)/C(=C(/O)CCCN2C(=O)c3ccccc3C2=O)C(=NC(C)(C)C)C1	2	3.9	99	100	13	106	-15	10	-28	1	13
CCOC(=O)CSc1nc(-c2ccccc2)cc(C(F)(F)F)n1	8	1.1	101	101	5	101	9	19	2	2	8
CN(C(=O)CSc1ccccc1C(=O)O)C1CCCCC1	.	0.0	114	111	0	117	4	37	-2	0	8
CCc1nn(CC(=O)N2CCN(Cc3ccc4c(c3)OCO4)CC2)c(=O)c2cc3occc3n12	.	0.4	106	102	10	106	2	21	-14	-5	47
COc1ccc(-n2nnnc2SCC(=O)NC(=O)Nc2ccc3c(c2)OCCO3)cc1	.	-0.3	99	102	2	104	15	17	-17	-2	3
Cc1cc(C)n(C(C)n2nc(C)cc2C)n1	.	0.7	94	93	5	94	-3	33	1	-3	11
NNC(=O)CCN1CCCCC1	4	-0.2	96	99	0	99	-23	13	-41	-2	8
CCc1ccc(NC(=O)N(CCCN2CCOCC2)Cc2cccs2)cc1	.	-0.1	102	106	-1	100	4	22	-13	-6	5
COCC(=O)N1CCN(c2ccc([N+](=O)[O-])cc2)CC1	-9	0.5	97	105	2	101	-9	24	-14	-3	15
O=C1c2oc3ccccc3c(=O)c2C(c2cccs2)N1CCCN1CCOCC1 (stereo not given)	.	-0.6	97	98	1	98	37	14	-20	-1	7

The last 2 records of the part above are carried over, then new ones follow.
SMILES	Pf gametocyte	ABCB1 inh	RGS4-Gao reg	RGS8-Gao	ABCG2 block	RGS7-Gao reg	Mcl1 Noxa PPI	GSH bead fluor	Mcl1 Bid PPI	Bim-Mcl-1	Avidin fluor
COCC(=O)N1CCN(c2ccc([N+](=O)[O-])cc2)CC1	-9	0.5	97	105	2	101	-9	24	-14	-3	15
O=C1c2oc3ccccc3c(=O)c2C(c2cccs2)N1CCCN1CCOCC1 (stereo not given)	.	-0.6	97	98	1	98	37	14	-20	-1	7
O=c1c2c3c(sc2nc(N2CCNCC2)n1-c1cccc(Cl)c1)CCCCC3	.	.	100	103	.	?	2	.	-13	.	3
O=C(Nc1ccc(N2CCOCC2)cc1)C1(c2ccc(Cl)cc2)CCC1	9	1.0	99	101	1	?	14	13	-52	0	12
O=C(NCCCn1ccnc1)/C(=C\c1cccs1)NC(=O)c1ccco1	-7	0.4	100	102	10	97	10	10	-8	-8	11
Cn1nc(-c2ccc(C(=O)Nc3cccc(Cl)c3)cc2)c2ccccc2c1=O	-18	4.9	107	102	7	102	-18	42	20	0	10
CCCn1c(C(Cc2ccccc2)NC(=O)COC)nc2ccccc21 (stereo not given)	.	1.5	98	101	0	100	0	25	-15	1	7
COc1ccc(S(=O)(=O)N(C)CC(=O)Nc2ccccc2OC)cc1C	4	0.3	100	98	2	98	-1	7	-15	0	10
CC(C)(C)c1ccc(C(=O)NC(=S)Nc2ccc(N3CCOCC3)cc2)cc1	.	0.3	95	94	1	92	29	14	-42	-1	7
CCOCCCNCC(=O)N1CCN(S(=O)(=O)c2ccc(C)cc2)CC1	14	0.2	99	99	1	99	2	46	-3	0	7
Cc1c(Cl)ccc(S(=O)(=O)N2CCN=C2c2ccccc2)c1Cl	.	1.0	101	105	2	102	1	9	-8	-1	3
O=C(NCc1ccc(Cl)cc1Cl)C1CCN(S(=O)(=O)c2ccc3c(c2)OCCCO3)CC1	-1	5.8	97	110	16	99	7	10	-21	0	21
CCOC(=O)N1CCN(C(=O)CNC(=O)Cn2cnc3ccccc3c2=O)CC1	-5	0.0	107	104	0	106	4	12	-1	1	8
O=C(/C=C/c1cccc(F)c1)N1CCN(c2ncccn2)CC1	-21	0.3	102	105	2	103	10	21	-9	1	25
CC(C)C(=O)N1CCC(CN=CC2=C(O)CC(C)(C)CC2=O)CC1	.	0.4	95	96	0	97	-1	29	1	0	3
COc1cccc(/C=C/C(=O)OCC(=O)Nc2cccc(S(=O)(=O)N3CCOCC3)c2)c1OC	-1	0.7	98	102	3	99	11	61	-11	-4	26
CC(Oc1ccc(Cl)cc1Cl)/C(N)=N/O (stereo not given)	-11	.	107	103	.	?	-10	.	-12	.	8
N/C(=N\OS(=O)(=O)c1cc(Cl)ccc1Cl)c1ccncc1	-12	0.3	94	95	2	100	28	7	-36	-3	13
O=c1/c(=C\c2cc([N+](=O)[O-])cc([N+](=O)[O-])c2O)sc2nc3ccccc3n12	.	3.4	101	109	2	103	105*	7	91*	-1	23
O=C(COC(=O)/C=C/C(=O)N1CCN(c2ccccc2)CC1)NC(c1ccccc1)c1ccccc1	-11	0.8	98	101	1	100	-55	7	-73	0	16
Clc1cc(Cl)c2nc(N3CCOCC3)sc2c1	.	-0.1	101	103	5	99	7	71	-5	-3	7
CC(=NCc1ccco1)c1c(C)[nH]n(-c2nc3ccccc3s2)c1=O	.	3.2	102	102	15	101	-64	23	2	1	31
Cc1c(Cl)c([N+](=O)[O-])nn1CCCC(=O)N1CCN(c2ccccc2)CC1	8	1.0	97	99	27	94	2	33	-2	-4	14
CCOc1ccc(NC(=S)N(Cc2ccc(N(C)C)cc2)Cc2ccco2)cc1	.	0.2	96	100	1	102	8	52	-144	3	21
CC1(C)CC2CC(C)(CN2C(=O)CCCN2C(=O)c3ccccc3C2=O)C1 (stereo not given)	.	1.3	104	100	3	100	2	14	6	4	21
c1csc(-c2nnc(COc3ccc4c(c3)OCO4)o2)c1	12	-0.1	102	99	6	?	12	13	-15	-5	9
CC(=O)N(NC(N)=O)C(C)CC(=O)C1C(C)C=CCC1(C)C (stereo not given)	-12	.	97	102	.	?	22	.	-11	.	9
O=C1CN(C(=O)COC(=O)/C=C/c2ccc(S(=O)(=O)N3CCOCC3)cc2)c2ccccc2N1	0	0.3	100	102	0	91	12	22	-39	-2	10
O=C(Nc1cc(-c2ccccc2)[nH]n1)c1ccccc1F	-3	.	94	97	.	?	-15	.	3	.	6
